Screens as filed in PubChem.
Growth percent in the NCI-60 one-dose screen (48 h, 10 µM unless noted): 100 = growth as untreated, 0 = no growth, -100 = all killed.
HL-60(TB): HL-60(TB) leukemia cells; 78,000 compounds, 9% hits; active = growth percent below 10
The depositor's hits bear a star; & = joins results of further samples. This is a subset; rates above refer to the full screens.

smiles | HL-60(TB)
O=C(O)/C=C/c1ccc([N+](=O)[O-])cc1 | 133.0&102.0
CC(C)c1[nH]nc2c(NCc3ccc(-c4ccccn4)cc3)nc(SCCN)nc12 | -24.4*
COC(=O)C1=C(C(=O)OC)[C@@H]2CCC[C@H]1[C@H]1[C@@H]2N=NN1c1ccccc1 | 96.4
Cc1ccc(NC(=O)c2nc(S(C)=O)oc2-c2ccc(F)cc2)cc1Nc1nccc(-c2cccnc2)n1 (configuration not stated) | 47.3
CCOC(CN1C(=O)c2ccccc2C1=O)OCC | 102.3
CC(C(=O)O)N1C(=O)c2ccccc2C1=O (configuration not stated) | 96.5
Cc1ccc(O)c(C(=O)O)c1 | 99.5
Cc1cc(N2CCCCC2)nc(N(CCCNc2ccnc3cc(Cl)ccc23)Cc2ccco2)n1 | -43.6*
CN(C)c1nc2c(=O)[nH]c(N)nc2n1[C@@H]1O[C@H](CO)[C@@H](O)[C@H]1O | 99.3
CN(C)CCCC1(c2ccc(F)cc2)OCc2cc(-c3ccc4cc[nH]c4c3)ccc21 (configuration not stated) | 27.6
CC1(C)CC(=O)C(C)(C)c2ccccc21 | 79.9
O=C1/C(=C/c2cn(-c3ccccc3)nc2-c2ccccc2)SC(=S)N1CCc1ccccc1 | 102.5
O=C1OC2(CCCC2)OC(=O)C1=C/C=C/c1ccc([N+](=O)[O-])o1 | 40.3
Cc1cc(=O)[nH]c(Nc2nc3ccccc3[nH]2)n1 | 93.9
CC(C)(C)OC(=O)CC(c1ccccc1)c1ccccc1 | 84.0
COc1ccc(-c2nn(-c3cccc(Cl)c3)cc2-c2c(C#N)c(N)nc3c2CCCC3)cc1 | 90.1
O=[N+]([O-])c1ccc(NC(=S)N/N=C/c2cc3ccccc3n3nnnc23)cc1 | 27.4
CN(C)c1ccc(C(c2ccc(N(C)C)cc2)c2ccc(N(C)C)cc2)cc1 | 100.1
Clc1nc(Cl)c2ncn(C/C=C\Cn3cnc4c(Cl)nc(Cl)nc43)c2n1 | -70.2*
C/C(=C(/c1ccccc1)c1ccc(N2C(=O)c3cccc4c(NCCN5CCOCC5)ccc(c34)C2=O)cc1)c1ccccc1 | 83.7
CCCNCCOC(=O)c1ccc(N)c(OCCC)c1 | 105.1
Nc1nc2c(N=Nc3ccc(Br)cc3)c(N)nn2c(-c2ccc(F)cc2)c1-c1nc2ccccc2s1 | 108.7
O=C(O)c1ncc(-c2ccc(C(F)(F)F)cc2F)c(NC2CCCCCC2)n1 | 100.8
CCc1cccc(C(=O)O)c1N | 82.3

Reformatted with each value named: 2 of the compounds above.
> C/C(=C(/c1ccccc1)c1ccc(N2C(=O)c3cccc4c(NCCN5CCOCC5)ccc(c34)C2=O)cc1)c1ccccc1
  HL-60(TB): 83.7

> CCCNCCOC(=O)c1ccc(N)c(OCCC)c1
  HL-60(TB): 105.1

Next section.
smiles | HL-60(TB)
CC(C)(C)NC(=O)C1CSC2(C(=O)Nc3ccccc32)N1C(=O)C1CCCCC1 (configuration not stated) | 84.6
COc1c(C(=O)/C=C/c2ccc(Cl)cc2)c(O)cc2occc12 | 100.2
CCC(C)(O)C(C)=O (configuration not stated) | 94.1
Cc1cc(NS(=O)(=O)c2ccc(N)cc2)sn1 | 150.7
COc1cc(/C=C/c2cc(/C=C/c3cc(OC)c(OC)c(OC)c3)n(-c3cc(F)cc(F)c3)n2)cc(OC)c1OC | 86.0
C/C(=N\N=C(/C)c1ccc2ccccc2c1)c1ccc2ccccc2c1 | 94.2
CN(C)c1ccc(-c2cc(-c3cccc(OCC(=O)O)c3)[nH]c(=O)c2C#N)cc1 | 80.1
COC(=O)c1sc(C(=O)c2ccccc2)c(C#N)c1N | 104.8
Oc1ccc(C(c2ccccc2)c2ccc(O)cc2O)c(O)c1 | 54.2
Clc1ccc(N(CC2CO2)CC2CO2)cc1 (configuration not stated) | 83.3
O=[N+]([O-])c1cccc(I)c1 | 104.5
CC1CCC2(CC1)SC(C)C(=O)N2NC(=O)Cc1ccccc1Nc1c(Cl)cccc1Cl (configuration not stated) | 77.6
CCn1cc(C(=O)O)c(=O)c2cc(F)c(N3CCN(C(=O)CSc4nc(-c5ccc(OC)cc5)c(C#N)c(=O)[nH]4)CC3)cc21 | 95.1
O=c1oc2ccc3ccccc3c2cc1-c1ccnc2[nH]c(=S)[nH]c(=O)c12 | 87.3
CN1CCC2(CC1)NC(=O)c1c(c3ccc(Cl)c(Cl)c3n1C)C2C#N (configuration not stated) | 70.8
CCOc1ccc(/C=C/c2nc(=O)c3ccccc3o2)cc1 | 59.1
CC(=O)O[C@H]1CCC2(C)C(=C/C(=N\O)C3C2CCC2(C)C3CC[C@@H]2OC(C)=O)C1 (some centres not stated) | 67.1
CC(=O)O[C@H]1C2=C(C)CC[C@H]2[C@]2(C)O[C@@]1(C(C)C)C[C@H]2OC(=O)CO | 101.2
NS(=O)(=O)c1ccc(CN2C(=O)c3cc(Cl)c(Cl)cc3C2=O)cc1 | 103.2
N#Cc1c(C#N)c(SSc2c(C#N)c(C#N)c(N)n2-c2ccccc2)n(-c2ccccc2)c1N | 99.2
COC(=O)c1c(C(=O)OC)c2n(CC(=O)Nc3cccc4cccnc34)c3ccccc3n2c1C(=O)c1ccc(Br)cc1 | 86.3
COC(=O)[C@H]1Cc2c([nH]c3ccccc23)[C@H](c2cccnc2)N1 | 98.0
C#CCn1cnc2c(Nc3ccccn3)nc(Cl)nc21 | 101.6
CCOC(=O)c1c(NC(=O)CSc2nnc(-c3cccnc3)o2)sc2c1CCCC2 | 75.5
Nc1nc(SCc2ccccn2)c2ncn(C3OC(CO)C(O)C3O)c2n1 (configuration not stated) | 79.2
O=S(c1ccccc1)c1no[n+]([O-])c1-c1ccncc1 (configuration not stated) | 99.8
CCc1nc(N)nc(N)n1 | 103.9
C/C(=N\O)[C@@H]1CC[C@]2(C(N)=O)CC[C@]3(C)[C@H](CC[C@@H]4[C@@]5(C)CC/C(=N/O)C(C)(C)[C@@H]5CC[C@]43C)[C@@H]12 | 69.3
COc1cc(-c2nc(SC(C)C)nc(Nc3ccc([N+](=O)[O-])cc3[N+](=O)[O-])c2C#N)cc(OC)c1OC | 68.8
CC1CN(CCOC(=O)C(c2ccccc2)C2C=CCCC2)CC1C (configuration not stated) | 99.2
COC(=O)C1(CC(=O)c2ccco2)NC(=S)NC(=O)C1C#N (configuration not stated) | 104.5
Cc1cc(C)c2c(Cn3cc(COc4ccc5c(c4)NC(=O)CC5)nn3)cc(=O)oc2c1 | 96.8

Random excerpt: 2 compounds from above
smiles | HL-60(TB)
O=S(c1ccccc1)c1no[n+]([O-])c1-c1ccncc1 (configuration not stated) | 99.8
Nc1nc(SCc2ccccn2)c2ncn(C3OC(CO)C(O)C3O)c2n1 (configuration not stated) | 79.2

New compounds follow:
smiles | HL-60(TB)
CCC(C)(C)C1CCC(O)CC1 (configuration not stated) | 83.8
COc1ccc(-c2nc3ccc(-c4nnc(SCC(=O)Nc5ccc(OC)c(OC)c5)o4)cc3[nH]2)cc1 | 106.7
CC(C)c1cccc(C(C)C)c1NC(=O)N1CCOCC1 | 108.3
C=CC(=O)Nc1cccc(-c2nc(SC)nc(NCCc3ccc(OC)c(OC)c3)c2C#N)c1 | 25.6
CCOC(=O)c1cc(C(=O)c2ccc(Br)cc2)n2ccc(/C=C/c3ccn4c(C(=O)c5ccc(OC)cc5)cc(C(=O)OCC)c4c3)cc12 | 100.0
Cc1nc2n(c1C(=O)N1CCCCC1)CCS2(=O)=O | 102.8
COc1ccc(C(C)=C(c2ccc(OCCN3CCCCCC3)cc2)c2ccc(OCCN3CCCCCC3)cc2)cc1 | -46.9*
C/C1=C\CC2CCC(C)(O)C(CC(O)/C(C)=C/CC1)C2(C)C (configuration not stated) | 95.2
CCN(C(=O)c1cc2ncccc2[nH]1)[C@H]1CCC[C@@H](NCc2cccc(F)c2)C1 | 130.0
Nc1ccc(F)cc1 | 93.9
O=[N+]([O-])c1ccc(Br)c(P(=O)(O)O)c1 | 101.5
Nc1nc(Cl)cc(NCCCCNc2cc(Cl)nc(N)n2)n1 | 100.6
NC(Cc1ccccc1)C(=O)O (configuration not stated) | 94.5
CN(C)c1ccc(/C=C/c2cc(-c3ccccc3)c3ccccc3n2)cc1 | 80.3
OC1(CSc2ccccc2)CCCCC1 | 116.5
NC(=S)N/N=C/c1ccco1 | 129.4

Part of the list above in order of count of non-hydrogen atoms, highest first:
smiles | HL-60(TB)
CCN(C(=O)c1cc2ncccc2[nH]1)[C@H]1CCC[C@@H](NCc2cccc(F)c2)C1 | 130.0
CN(C)c1ccc(/C=C/c2cc(-c3ccccc3)c3ccccc3n2)cc1 | 80.3
Nc1nc(Cl)cc(NCCCCNc2cc(Cl)nc(N)n2)n1 | 100.6

Following part
smiles | HL-60(TB)
O=C(c1ccccc1)c1c(-c2ccccc2)oc2c1CNC1C=CC=CC21 (configuration not stated) | 88.8
CCCCCN(CCCCC)CC(O)c1cc(C)c2ccc3cc(C(C)C)ccc3c2c1 (configuration not stated) | -29.6*
O=[N+]([O-])c1ccc(C[N+]23CCN(CC2)CC3)cc1 | 98.4
NC(=O)c1cc(Cl)ccc1NC(=O)c1ccccc1-c1ccccc1 | 1.3*
COc1ccc(-n2cnc(=S)[nH]c2=S)cc1 | 115.2
C[C@]12C/C(=C/Sc3ccc(Cl)cc3)C(=O)C[C@@H]1CC[C@@H]1[C@@H]2CC[C@@]2(C)[C@H]1CC[C@]2(C)O | 40.7
CCN1CCN(CCOc2ccc(CNc3ccc4nc(CCC(C)C)[nH]c4c3)cc2)CC1 | 91.5
O=C(O)c1cccc([N+](=O)[O-])c1/C=C/c1ccccc1 | 97.4
CC(C)(C#N)NC1CCCCC1 | 90.8
c1coc(-c2cn3ccnc3c(-c3ccco3)n2)c1 | 119.1
CN(C)CCCn1c2c(c3ccccc31)CCCCCC2 | 87.9
N#CCn1c(C(F)(F)F)nc2nc(Cl)c(Cl)nc21 | 100.9
Cc1cccc(NC(=S)Nc2cccc(C)n2)n1 | 82.2
NC(=O)c1ncc(Cl)cc1Cl | 99.0
CSc1nc(-c2ccco2)c2c(N)nn(S(=O)(=O)c3ccccc3)c2n1 | 95.6
COC(=S)SCc1cc(=O)oc2ccc(Cl)cc12 | 74.2
N#Cc1c(NC(=O)c2cccs2)[n+]([O-])c2ccc(F)cc2[n+]1[O-] | 91.6
O=C(CCl)OCCOC(=O)CCl | 93.0
Cc1ccc(Nc2cc(Cl)nc(N)n2)c([N+](=O)[O-])c1 | 99.2
Cc1nc2c(cnn2-c2ccccc2)c(=O)n1-c1ccc(NC(=O)c2ccc([N+](=O)[O-])cc2)cc1 | 46.0
Cc1ncncc1N | 74.4
Nc1ccc(S(=O)(=O)Nc2cnccn2)cc1 | 90.5
CC/C=C\C[C@@H](O)C/C=C1/C(=O)C=C[C@H]1C/C=C\CCCC(=O)OC | -15.6*
O=C(/C=C/c1cccc(O)c1)Oc1ccc(/C=C/c2cc(OC(=O)/C=C/c3cccc(O)c3)cc(OC(=O)/C=C/c3cccc(O)c3)c2)cc1 | 82.8
O=C1OC(c2cccnc2)=N/C1=C\c1ccccc1 | 121.9
C[n+]1ccc(C2(C)OCCO2)cc1 | 107.0
COc1cc2oc(-c3cccc(C(=O)Nc4ccc(C)cc4)c3)cc(=O)c2c(O)c1OC | 103.1
COCC(=O)CCN1CCCCC1 | 116.6
O=c1[nH]c2cc(Cl)ccc2nc1/C(=N\O)C(O)c1ccc([N+](=O)[O-])cc1 (configuration not stated) | 102.3
COc1ccc(C2CC(c3ccc(S(=O)(=O)NCCNc4nc(Nc5ccc(F)cc5)nc(N(C)C)n4)cc3)=Nc3c(N)nc(N)nc3N2)cc1 (configuration not stated) | 52.5
CCN1C(=O)N(CC)C2C1NC(=O)N2/N=C/C=C/c1ccccc1 (configuration not stated) | 0.8*
C=C1c2nc3ccccc3n2C=C(c2ccccc2)N1Cc1ccc(Cl)cc1 | 43.8
O=C(O)CCC(=O)c1cccc2ccccc12 | 98.0
CCOC(=O)CC(C#N)C(=O)OCC (configuration not stated) | 99.9
O=C(NCCCNC(=O)OCc1ccc2cccc(O)c2n1)OCc1ccc2cccc(O)c2n1 | 45.5
O=Nc1c(O)[nH]c(=O)[nH]c1=O | 93.1
O=[N+]([O-])c1ccc2c(N3CCC(CCCC4CCN(c5ncnc6cc([N+](=O)[O-])ccc56)CC4)CC3)ncnc2c1 | 33.7
O=C(O)CCCN1C(=O)CSC1=S | 103.1
O=C(OC(=O)c1cccc2ccccc12)c1cccc2ccccc12 | 104.4
C=CCN1C(=O)/C(=C\C(=O)OC)S/C1=N/NC(=O)COc1cc(=O)n(C)c2ccccc12 | 99.1

By substructure, the entries above with a CF3 group (two)
smiles | HL-60(TB)
O=C(O)c1ncc(-c2ccc(C(F)(F)F)cc2F)c(NC2CCCCCC2)n1 | 100.8
N#CCn1c(C(F)(F)F)nc2nc(Cl)c(Cl)nc21 | 100.9

Remaining list, next part:
smiles | HL-60(TB)
COc1ccc(/C=N/NC(=O)c2ccc(C)nc2)cc1 | 110.8
OCCSc1ccc(Cl)cc1 | 90.3&130.8
O=[N+]([O-])c1cc(Br)c(F)cc1F | 102.3
COc1ccc(S(=O)(=O)NCCCNc2cc(-c3c(-c4cccc(OC)c4)nc4sccn34)ccn2)cc1 | 32.7
CCCN1CCN(C(=S)SC(SC(=S)N2CCN(CCC)CC2)C(=O)c2nnn(-c3ccc(Cl)cc3)c2C)CC1 | 74.6
O=C(O)[C@H]1/C(=C/CO)O[C@@H]2CC(=O)N21 | 117.4
C(CCN1CCCCC1)=C(c1ccccc1)c1ccccc1 | 101.0
C=CCC1CCC/C1=N\O (configuration not stated) | 105.2
Cc1c(C(=O)NC(Cc2ccccc2)C(O)C(N)=O)[nH]c2ccccc2c1=O (configuration not stated) | 92.0
O=C1Nc2ccc(Br)cc2/C1=N/N=C/c1ccc(F)cc1 | 105.0
COc1ccccc1NC(=O)N=Nc1c(O)[nH]c2ccccc12 | 93.8
Nc1nc(SCc2cccc(CCl)c2)c2[nH]cnc2n1 | 35.6
NS(=O)(=O)c1ccc(CCn2c(SCc3ccc(Br)cc3)nc3ccccc3c2=O)cc1 | 84.1
O=C(C[N+]12CN3CN(CN(C3)C1)C2)c1ccc(Cl)cc1 | 76.1
Clc1ccc(C(c2ccccc2Cl)C(Cl)(Cl)Cl)cc1 (configuration not stated) | 63.1
O=S(=O)(Nc1cccc(F)c1)c1cccc(C(F)(F)F)c1 | 107.9
